Yeast superoxide = yeast age-related superoxide inhibition as caloric restriction mimetic | S. cerevisiae aged cells, superoxide DHE fluorescence; active compounds read low | superoxide response (% of plate mean), % at 10 µM | 0.18% of 330,000 active | AID 2690;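 active means superoxide response under a set limit, about three screen SD below normal, cut at about 65% in these data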;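 further: yeast aged for seven days with compound at 30 °C before DHE staining; 100% = average MFI of all compound-treated wells on the plate with controls excluded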
VLA-4 inh = inhibition in a human VLA-4 binding assay. inhibition, % (about 7 µM as worked out from the volumes in the protocol). 0.2% of 330,000 active. P13612. VLA-4 expressing cells, ligand binding flow cytometry. AID 2557; in the data active means inhibition above about 50%
BCLXL inh = Bcl-xL (human) inhibition | 0.7% of 320,000 active | inhibition, % at 10.9 µM | Q07817 | GST-Bcl-xL / FITC-Bim BH3 peptide fluorescence polarization | AID 2129;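 active means inhibition above the mean of all tested compounds plus 3 SD, cutoff set per campaign, cut at about 30% in these data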;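 further: 0% = DMSO wells and 100% = unlabeled Bim-BH3 peptide competitor; inhibitors lower millipolarization by displacing the labeled peptide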
Target sequence (Q07817 whole entry, looked up): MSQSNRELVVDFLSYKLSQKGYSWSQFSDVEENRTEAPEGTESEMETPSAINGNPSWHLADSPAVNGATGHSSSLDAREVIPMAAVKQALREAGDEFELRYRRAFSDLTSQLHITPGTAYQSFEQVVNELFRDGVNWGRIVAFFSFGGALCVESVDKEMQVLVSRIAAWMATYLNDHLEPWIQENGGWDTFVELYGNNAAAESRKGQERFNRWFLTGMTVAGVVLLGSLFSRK
GRK2 inh = human GRK2 inhibition via aptamer displacement; P25098; bead flow cytometry, FAM-aptamer displacement from GRK2; inhibition of aptamer binding, % at 10 µM; 0.59% of 330,000 active;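 active means inhibition of aptamer binding above 40%, roughly 3 SD of noise, on plates passing a quality check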;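 further: median bead fluorescence of bound FAM aptamer so fluorescent compounds give negative values; no value below 0 was filed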
AGP1 TOR yeast = yeast TOR pathway AGP1-GFP modulation | S. cerevisiae AGP1-GFP multiplex flow cytometry, 3 h; GFP as percent of DMSO wells | GFP response vs DMSO, % at 10 µM | 0.02% of 320,000 active | AID 2066;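 active means GFP response relative to DMSO above a set limit, near screen average plus 3 SD, cut at about 150% in these data; inconclusive means fewer than 70 cells counted for the yeast strain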;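 further: median GFP channel fluorescence of the gated AGP1 strain per well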
GLD-1 RNA inh = GLD-1-TGE RNA interaction inhibition (C. elegans). AID 2280. 0.44% of 320,000 active. inhibition, % at 5.96 µM. purified GLD-1 + fluorescein TGE RNA, fluorescence polarization. Q17339;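 active means percent inhibition above a per-plate cutoff, the plate mean of test compounds plus 3 SD, cut at about 30% in these data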;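 further: 0% = DMSO wells with GLD-1 and probe and 100% = wells lacking GLD-1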
MCL1 BIM primary = disrupts human MCL1 binding to BIM-BH3 peptide | Q07820 | GST-MCL1 / FITC-Bim-BH3 fluorescence polarization | inhibition, % at 10.9 µM | 0.68% of 320,000 active | AID 2057;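 active means inhibition above the mean inhibition of all tested compounds plus 3 SD, set per campaign, cut at about 40% in these data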;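 further: 0% = DMSO wells and 100% = unlabeled Bim-BH3 peptide control; higher means more loss of mP so more displacement of Bim peptide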
Target sequence (Q07820 whole entry, looked up): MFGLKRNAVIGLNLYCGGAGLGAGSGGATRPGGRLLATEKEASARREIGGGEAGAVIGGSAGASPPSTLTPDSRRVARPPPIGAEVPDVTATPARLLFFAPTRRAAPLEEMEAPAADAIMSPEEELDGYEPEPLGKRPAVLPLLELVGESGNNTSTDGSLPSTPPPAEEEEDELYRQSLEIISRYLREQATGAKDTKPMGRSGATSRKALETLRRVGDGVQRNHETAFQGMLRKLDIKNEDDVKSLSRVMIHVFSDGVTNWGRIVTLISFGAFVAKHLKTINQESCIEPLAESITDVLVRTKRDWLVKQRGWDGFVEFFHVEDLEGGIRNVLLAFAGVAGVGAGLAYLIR
MEX-5 binding = C. elegans MEX-5 TCR-2 RNA binding activity; Q9XUB2; 0.38% of 300,000 active; MEX-5/FITC-TCR2 RNA binding, fluorescence polarization; active compounds read low; activity score (negative = inhibition of binding), % at 10 µM;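 active means inhibition past about -25% in most replicates, and total fluorescence under double the plate's negative control median, limit read from the data; inconclusive means replicates evenly split on the limit, or fluorescence at least double controls; inactive means too little inhibition in most replicates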;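 further: 0% = DMSO and -100% = 5 µM competing unlabeled TCR2 RNA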
Target sequence (Q9XUB2 whole entry, looked up): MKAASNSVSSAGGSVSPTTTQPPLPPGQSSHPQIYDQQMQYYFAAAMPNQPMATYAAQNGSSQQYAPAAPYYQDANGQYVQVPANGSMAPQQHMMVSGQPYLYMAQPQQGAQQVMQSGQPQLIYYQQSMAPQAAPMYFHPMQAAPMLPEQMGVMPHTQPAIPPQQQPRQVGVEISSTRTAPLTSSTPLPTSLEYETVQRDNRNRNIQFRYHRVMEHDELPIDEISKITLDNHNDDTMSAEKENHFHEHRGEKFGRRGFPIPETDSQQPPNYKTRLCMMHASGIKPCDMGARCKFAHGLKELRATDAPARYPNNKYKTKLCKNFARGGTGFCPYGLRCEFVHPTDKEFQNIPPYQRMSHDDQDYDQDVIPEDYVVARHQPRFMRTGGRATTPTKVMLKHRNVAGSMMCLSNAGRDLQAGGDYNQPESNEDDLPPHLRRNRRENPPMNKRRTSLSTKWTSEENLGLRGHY
CIT2 TOR yeast = alters CIT2-GFP fluorescence in TOR pathway yeast screen; GFP response vs DMSO, % at 10 µM; 0.065% of 320,000 active; S. cerevisiae CIT2-GFP strain, flow cytometry, 3 h; 100 means same as DMSO wells; AID 2029;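 active means GFP response relative to DMSO above a set limit, near the screen mean plus 3 SD, cut at about 150% in these data; inconclusive means Fewer than 70 cells measured for a yeast strain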;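 further: ratio of well median GFP fluorescence to mean of DMSO wells on the plate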
Starred values were filed as active, the others as inactive; ? = inconclusive; · = no result given.

The line under a structure holds: Yeast superoxide	VLA-4 inh	BCLXL inh	GRK2 inh	AGP1 TOR yeast	GLD-1 RNA inh	MCL1 BIM primary	MEX-5 binding	CIT2 TOR yeast
Cc1nn(Cc2ccc(Cl)cc2)c(=O)n1N(C)c1ncc(C(F)(F)F)cc1Cl
→ 93	3	0	5	·	-3	1	1.6	96
Cc1cccc(C2c3[nH]c4ccccc4c3CCN2C(=O)c2cc(CC(C)C)nc(C)n2)n1 (stereo not given)
→ 94	2	8	4	106	-3	-1	0.2	103
COc1ccc2nc(C3CCCCC3)c3c(c2c1)CCC3
→ 101	-5	4	2	80	1	11	2.2	79
Cc1cccc(NC(=O)CSCC(=O)Nc2cccc(S(=O)(=O)N3CCCCCC3)c2)c1
→ 108	2	-8	0	106	8	-15	0.2	98
Cc1nc(SCC(=O)N(C)Cc2ccco2)c2c(C)c(C)sc2n1
→ 110	17	11	0	105	5	14	1.8	105
Cc1cccc2sc(N(CCCN(C)C)C(=O)CCc3ccccc3)nc12
→ 102	7	-4	0	107	-3	-9	-1.1	109
Cc1ccc(S(=O)(=O)Cc2nnnn2-c2ccccc2)cc1
→ 100	-5	3	15	105	-10	-2	-1.9	·
Cc1ccc(CNC(=O)CSc2c3c(nc4cc(Cl)ccc24)CCCC3)o1
→ 102	35	8	0	104	3	7	-0.6	90
O=C(COC(=O)c1ccc(F)c(S(=O)(=O)N2CCOCC2)c1)NCc1ccc2c(c1)OCO2
→ 112	-5	·	0	92	1	·	·	85
O=C(O)CSCC(=O)N(Cc1ccccc1)c1nc(-c2ccccc2)c(-c2ccccc2)s1
→ 110	24	5	0	106	3	6	-0.4	93
Nn1c(SCc2c(F)cccc2F)nnc1-c1ccccn1
→ 100	14	2	1	103	-2	2	1.1	93
CCc1nc2ccc(C(=O)N(C)CC(=O)Nc3cccc(F)c3)cc2nc1CC
→ 78	-6	2	4	102	3	-3	·	98
Cc1nc2ccccc2n1CC(O)COC1CCCCC1 (stereo not given)
→ 94	12	-3	1	103	6	-4	0.0	97
CC1=NC(C#N)=C(C#N)NC(C)(C)C1
→ 94	23	10	7	101	9	10	-2.4	103
O=C(CSc1nnc2ccccn12)N1CCc2ccccc2C1
→ 99	7	-5	0	109	2	-10	-0.2	112
OC(CNCC1CCCO1)Cn1c2ccc(Br)cc2c2cc(Br)ccc21 (stereo not given)
→ 101	34	-3	0	98	-9	-9	-0.7	102
Cc1cc2c(cc1C)CSC(c1ccccc1OC(=O)C(C)(C)C)SC2
→ 74	30	1	0	112	-7	6	1.4	111
Nc1ccc(C2CCCc3nonc32)c2nonc12 (stereo not given)
→ 97	-8	1	2	107	6	1	-6.0	106
COc1cccc(C(=O)Oc2ccc(/C=N/NC(=O)c3ccncc3)cc2OC)c1
→ 108	-5	2	0	97	1	0	-3.6	104
Cc1ccc(C(=O)NCC(=O)NCC(=O)OCC(=O)c2ccc([N+](=O)[O-])cc2)cc1
→ 90	3	3	5	97	-2	-3	-1.5	96
CN(C)C(=O)C#Cc1ccccc1
→ 119	6	1	2	122	6	-1	1.0	107
O=C(CCNC(=O)c1ccccc1Cl)NCC(c1ccco1)N1CCCC1 (stereo not given)
→ 89	5	10	0	85	4	5	0.0	94
CCC(=O)Nc1nnc(-c2ccncc2)s1
→ 125	1	5	1	106	4	-1	·	103
Cc1ccc(S(=O)(=O)N2CCCCC2C(=O)N(C)c2ccccc2)cc1 (stereo not given)
→ 110	7	-2	8	100	-1	-8	-1.1	97
CCOc1ccc(NC(=O)CN(C)CC(=O)Nc2cc(Cl)ccc2C#N)cc1OCC
→ 94	-1	-1	0	93	15	1	1.3	94
CN(C(=O)CCc1nc2ccccc2c(=O)[nH]1)C1CCS(=O)(=O)C1 (stereo not given)
→ 96	9	0	1	100	2	6	·	89
CC1CC(C)CN(S(=O)(=O)c2cccc(C(=O)OCCN3CCCC3=O)c2)C1 (stereo not given)
→ 107	-14	1	89*	108	9	7	-1.5	107
COC1C/C(=N\O)C2OC(c3ccccc3)OCC2O1 (stereo not given)
→ 115	-6	7	2	97	1	10	-2.0	98
CCOC(=O)c1c(NC(=O)Cn2c(C)nc3ccccc32)sc2c1CCC2
→ 111	-23	7	5	101	0	4	-0.4	104
CCOC(=O)C(=O)NN=C(c1ccccc1)c1ccccc1
→ 106	7	-5	0	104	-4	3	-1.2	89

Single records, from the list above:
Listed for `CCC(=O)Nc1nnc(-c2ccncc2)s1` → Yeast superoxide: 125; VLA-4 inh: 1; BCLXL inh: 5; GRK2 inh: 1; AGP1 TOR yeast: 106; GLD-1 RNA inh: 4; MCL1 BIM primary: -1; MEX-5 binding: ·; CIT2 TOR yeast: 103
Listed for `CCOC(=O)c1c(NC(=O)Cn2c(C)nc3ccccc32)sc2c1CCC2` → Yeast superoxide: 111; VLA-4 inh: -23; BCLXL inh: 7; GRK2 inh: 5; AGP1 TOR yeast: 101; GLD-1 RNA inh: 0; MCL1 BIM primary: 4; MEX-5 binding: -0.4; CIT2 TOR yeast: 104
Listed for `CN(C)C(=O)C#Cc1ccccc1` → Yeast superoxide: 119; VLA-4 inh: 6; BCLXL inh: 1; GRK2 inh: 2; AGP1 TOR yeast: 122; GLD-1 RNA inh: 6; MCL1 BIM primary: -1; MEX-5 binding: 1.0; CIT2 TOR yeast: 107

(next part)
The line under a structure holds: Yeast superoxide	VLA-4 inh	BCLXL inh	GRK2 inh	AGP1 TOR yeast	GLD-1 RNA inh	MCL1 BIM primary	MEX-5 binding	CIT2 TOR yeast
Cc1nc(N/C(N)=N/S(=O)(=O)c2ccc([N+](=O)[O-])cc2)nc2ccccc12
→ 121	-2	4	3	99	-3	2	-1.0	99
COc1ccc(-c2csc(N(CC3CCCO3)C(=O)c3ccc(C)cc3)n2)cc1 (stereo not given)
→ 112	2	5	1	96	4	-2	-1.9	90
O=C(O)COc1ccc(S(=O)(=O)N2CCCC2)cc1
→ 105	7	2	0	98	8	-1	1.1	96
COc1ccc(OCc2cccc(C(=O)Nc3cc(C)on3)c2)cc1
→ 97	1	5	3	94	4	4	-2.3	97
CCN(CC)CCN(Cc1cc2cc3c(cc2[nH]c1=O)OCCO3)C(=S)NC
→ 102	10	7	1	99	-4	14	0.8	103
Cc1ccc(NC(=O)c2cnc(SCC(=O)NCC3CCCO3)n(C)c2=O)cc1C (stereo not given)
→ 98	15	7	0	92	-4	12	-1.2	87
O=C(CSc1nnc(-c2ccc3c(c2)OCCO3)o1)NC1CCCCC1
→ 99	23	2	0	107	-13	3	-0.1	96
Cc1ccc(S(=O)(=O)NCC(=O)N2CCC(C)CC2)cc1
→ 100	15	5	2	104	-1	8	0.3	103
CCCSc1ccc([C@H]2N[C@@](Cc3ccccc3)(C(=O)OC)[C@H]3C(=O)N(CC)C(=O)[C@@H]23)cc1
→ 102	11	6	4	85	4	5	-2.6	96
COc1cnc(-c2ccccc2)c(-c2ccccc2)n1
→ 96	3	7	0	89	-2	3	1.2	89
CC(OC(=O)/C=C/c1ccco1)C(=O)NC1CCCCC1C (stereo not given)
→ 116	2	5	0	99	3	5	·	96
CC(C(=O)NCCN1CCOCC1)c1ccc([N+](=O)[O-])cc1 (stereo not given)
→ 119	1	4	0	92	-4	2	4.3	93
COc1ccc(C2=COc3ccccc3C(=O)N2)cc1
→ 98	2	-1	0	114	1	-1	-2.4	118
CCN1CCN(C(=O)CN(CC)S(=O)(=O)c2ccc(Cl)cc2)CC1
→ 102	14	-1	2	80	1	-3	-0.5	119
COc1c(N)c2ccccc2[nH]c1=O
→ 94	-8	3	2	100	-3	2	0.6	106
O=C(Nc1nc(-c2ccc(S(=O)(=O)N3CCCC3)cc2)cs1)C1COc2ccccc2O1 (stereo not given)
→ 101	-9	12	0	98	-1	9	2.9	97
Cc1ccc(CN=C2NC(=O)C(CC(=O)NCCc3ccccc3)S2)cc1 (stereo not given)
→ 92	12	7	1	105	-3	10	-2.9	97
COc1cc(C(c2c(C)[nH][nH]c2=O)c2c(C)[nH][nH]c2=O)ccc1OCc1ccc([N+](=O)[O-])cc1
→ 94	11	7	3	107	4	7	-0.7	92
CCc1ccc(NC(=O)Cn2nc(C)c([N+](=O)[O-])c2C)cc1
→ 88	-6	1	1	97	3	7	-0.5	109
CCN(CC)CCNCc1cc(Br)ccc1OCC(=O)NCc1ccccc1
→ 93	7	2	0	112	1	7	0.5	116
COc1cc2c(cc1O)CC[C@@H]1[C@@H]2CC[C@]2(C)[C@@H](O)CC[C@@H]12
→ 84	-19	7	0	81	2	3	2.6	77
CC1(C(=O)O)COC(c2ccc([N+](=O)[O-])cc2)OC1 (stereo not given)
→ 112	-11	5	5	104	2	8	0.6	98
CC(=O)NN1C(=O)/C(=C\c2ccc(O)cc2)SC1=S
→ 96	-8	-13	79*	106	-81	-14	?	101
O=C(NCCCN1CCOCC1)c1cc(-c2ccco2)nc2ccccc12
→ 86	-9	·	5	97	5	·	·	98
C=CCN1c2ccccc2[C@]23C[C@@H](C(=O)OC)N(C(C)=O)C2=NC(C(=O)OC)=C(C(=O)OC)[C@H]13
→ 106	1	1	0	88	3	-5	1.4	99
CCN(CC(=O)Nc1ccc(C)c(F)c1)CC(=O)NC(C)C
→ 87	-6	1	0	102	-2	2	-2.4	104
CN1C(=O)CC(c2ccccc2)C1=O (stereo not given)
→ 103	35	8	1	87	6	4	·	84
Cc1ccc(NC(=O)CSCC(=O)N(C)Cc2ccc(Cl)c(Cl)c2)cc1
→ 117	35	6	0	110	7	7	·	100
O=C(COC(=O)c1c2ccccc2cc2ccccc12)Nc1ncc(C(F)(F)F)cc1Cl
→ 123	-1	-11	11	104	-5	-22	0.6	103
Cc1ccc(S(=O)(=O)N(C)C)cc1NC(=O)Nc1ccccc1F
→ 92	-7	-3	1	107	5	4	-0.2	101
Cc1ccc(-c2ccc(=O)n(CC(=O)Nc3cccc(C(=O)N4CCN(C)CC4)c3)n2)cc1
→ 102	-1	10	0	109	1	7	2.3	109
CCN(CC)C(=O)CN(C)S(=O)(=O)c1cccc2nsnc12
→ 96	-4	4	6	96	-1	6	-0.6	93
Cc1ccn(CC(=O)N/N=C/c2cc([N+](=O)[O-])ccc2O)n1
→ 108	-4	5	0	106	5	4	-0.6	112
O=C(COC(=O)/C=C/c1ccc(OC(F)F)cc1)NCCN1C(=O)CSC1=O
→ 93	2	-4	0	101	5	-6	0.9	91
Cc1ccc(CN2CCN(/N=C/c3ccc(N(C)C)cc3)CC2)cc1
→ 94	22	5	0	99	4	2	-0.7	105
CC(C)(C)C1CCC(=NNc2ncc(C(F)(F)F)cc2Cl)CC1 (stereo not given)
→ 83	8	4	0	98	-5	9	-0.2	108
Cn1c(NC(=S)Nc2ccccc2)nc2ccccc21
→ 122	44	4	2	89	0	3	-1.9	91
COc1ccccc1NC(=O)Cn1c(C)cc(=O)c2cccc(OC)c21
→ 96	5	5	0	108	-7	2	-0.9	94
Cc1ccc(NC(=O)COc2ccccc2[N+](=O)[O-])nc1
→ 103	8	9	3	92	6	4	-0.6	94
COc1ccc(C2c3ccsc3CCN2C(=O)C(C)(C)C)cc1 (stereo not given)
→ 86	1	-1	1	99	-6	2	-2.3	100
CCN(CC)S(=O)(=O)c1ccc2[nH]c(=O)cc(C(=O)Nc3ccccc3N3CCOCC3)c2c1
→ 87	-2	6	0	112	3	2	·	112
CC1=NC2(CCCc3c2no[n+]3[O-])N(O)C1(C)C (stereo not given)
→ 102	7	-3	0	103	5	-5	-1.2	99
